# From PubChem
# CaV13 FRET inh – Disruptors of the CACNA1D IQ motif to Ca2+-dependent inactivation inhibitor domain association, primary screening, Förster resonance energy transfer in intact living …; inhibition, % at 12.3 µM; AID 743397; HEK cells, CFP/YFP FRET ICDI-IQ, plate reader, 10 min; percent FRET-ratio fall versus neutral wells; actives 0.098% (n = 340,000);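 active means mean replicate inhibition of at least 30% and at least 1% of replicates passing that level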;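 further: 0% = median of the neutral control wells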
# PDI inh – PDI (human) enzyme inhibition. actives 0.052% (n = 350,000). P07237. PDI insulin aggregation turbidity, A650, 90 min. inhibition, % at 10 µM;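 active means mean inhibition across replicates of 30% or more, whatever share of single replicates reach that level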;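 further: absorbance from insulin aggregation driven by PDI reduction with DTT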
# Target sequence (P07237 whole entry, looked up): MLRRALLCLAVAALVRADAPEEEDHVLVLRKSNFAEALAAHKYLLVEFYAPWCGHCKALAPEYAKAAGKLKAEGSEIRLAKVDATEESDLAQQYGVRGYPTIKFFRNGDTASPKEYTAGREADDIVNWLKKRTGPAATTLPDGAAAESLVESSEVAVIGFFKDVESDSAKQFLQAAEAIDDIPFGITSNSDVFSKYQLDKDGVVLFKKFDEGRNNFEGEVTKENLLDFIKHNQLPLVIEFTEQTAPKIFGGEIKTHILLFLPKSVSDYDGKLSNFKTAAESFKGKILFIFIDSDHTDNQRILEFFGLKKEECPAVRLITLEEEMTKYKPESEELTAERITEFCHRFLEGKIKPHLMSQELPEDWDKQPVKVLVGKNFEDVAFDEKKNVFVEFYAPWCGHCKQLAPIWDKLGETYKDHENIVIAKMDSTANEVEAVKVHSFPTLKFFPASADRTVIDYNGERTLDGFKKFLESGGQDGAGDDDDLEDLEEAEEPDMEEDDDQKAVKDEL
# Peg3 promoter – inhibitors of Peg3 promoter; actives 1.7% (n = 360,000); AID 588405; inhibition, % at 20 µM; HeLa PEG-Prom luciferase reporter, luminescence, overnight;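 active means inhibition of at least 50% at 20 µM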
# TRPM1 prom inh – reduces MITF-dependent TRPM1 promoter luciferase signal; SK-MEL-5 TRPM1 promoter luciferase, 24 h; inhibition, % at 12.5 µM; actives 0.83% (n = 330,000); AID 488899;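 active means mean inhibition across replicates of 60% or more, whatever share of single replicates reaches that level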; further: values of inactives mirror those of a sister screen read the other way
# HIF-2a block – HIF-2a inhibition; 786-0 RCC cells HIF-2a reporter, luciferase luminescence, overnight; inhibition, % at 18.8 µM; actives 0.72% (n = 360,000); AID 624352;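 active means inhibition of the luminescence signal of 40% or more relative to plate controls, in a single-dose primary screen at 18.75 µM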
# NR2E3 ag-1 – agonists of human nuclear receptor NR2E3; GST-NR2E3/biotin-RetCOR TR-FRET, 1536-well; AID 2300; Q9Y5X4; actives 0.12% (n = 320,000); inhibition of corepressor binding, % at 4.78 µM;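 active means percent inhibition above the cutoff of mean plus 3 SD of all tested compounds, set per screening campaign, cut at about 20% in these data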;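 further: 0% = DMSO wells and 100% = biotin wells as full block of FRET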
# Target sequence (Q9Y5X4 whole entry, looked up): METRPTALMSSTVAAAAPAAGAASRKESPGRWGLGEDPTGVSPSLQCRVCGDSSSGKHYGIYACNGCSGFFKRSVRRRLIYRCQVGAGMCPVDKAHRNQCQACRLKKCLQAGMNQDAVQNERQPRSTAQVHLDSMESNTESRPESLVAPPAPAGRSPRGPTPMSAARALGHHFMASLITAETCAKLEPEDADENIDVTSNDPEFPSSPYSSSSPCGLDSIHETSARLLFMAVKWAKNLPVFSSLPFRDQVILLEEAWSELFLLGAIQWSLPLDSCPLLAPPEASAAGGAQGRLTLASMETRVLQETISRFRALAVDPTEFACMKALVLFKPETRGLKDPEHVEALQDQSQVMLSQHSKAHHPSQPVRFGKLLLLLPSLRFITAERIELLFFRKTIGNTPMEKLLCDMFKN
#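 Test system: GST-NR2E3 and biotin-RetCOR proteins | Quantity: 1.35 nM GST-tagged NR2E3 final | Medium: Tris pH 7.5 | Also added: 7 nM biotin-RetCOR | Dosing: Compound at 4.8 µM, single dose | Timing: 5 h at 4 °C | Detection: Time-resolved FRET | Read-out basis: Percent inhibition | Benchmarks: Biotin wells as high control, 0.6% DMSO wells as low control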
# Vif inh – blocks HIV Vif function; actives 0.35% (n = 340,000); HEK293T cells, Vif self-association by quenched fluorescence, imaging, 24 h; inhibition, % at 7.49 µM; AID 602346; in the data active means inhibition above about 50%, passing the limit was not always enough; further: some results filed as inactive read as strong as hits
# hiPSC survival – hiPSC single-cell survival enhancement; ATPlite luminescence; 100% = ROCK inhibitor wells, 0% = DMSO; survival enhancement, % at 20 µM; actives 0.044% (n = 360,000); AID 602274; in the data active means survival enhancement above about 18%;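 further: cells exposed to compounds for 16 hours before the ATP read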
# Granule exo inh – blocks lytic granule exocytosis; AID 651702; TALL-104 LAMP-1 surface exposure, flow cytometry; cells stimulated with thapsigargin and PMA; actives 0.66% (n = 360,000); inhibition, % at 10 µM;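 active means inhibition above about 55%, limit read from the data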
# NR2E3 ag-2 – human photoreceptor-specific nuclear receptor agonism; Q9Y5X4; CHO-S Gal4-NCOR/VP16-NR2E3 two-hybrid, luciferase; inhibition of corepressor binding, % at 3.98 µM; actives 0.35% (n = 360,000); AID 602229;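 active means inhibition above the mean of all tested compounds plus 3 SD, cut at about 70% in these data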;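 further: 0% = DMSO with NR2E3 transfected cells and 100% = cells lacking NR2E3 construct; higher means lower luciferase signal from less NR2E3 corepressor binding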
# aDG glyco act – alpha-DG glycosylation activation. Pro5-aDG cells, alpha-DG glycosylation AlphaScreen (IIH6); 0% Pro5, 100% B10-LARGE cell signal. activation, % at 10 µM. actives 0.22% (n = 360,000). AID 624168;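 active means activation of at least 8% versus controls, or a plate z-score of at least 8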;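 further: Pro5 are CHO cells carrying HIG-tagged alpha-DG that lacks glycosylation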
# * marks the source's active call; other numbers are inactive results; / = not tested or not shown.
SMILES,CaV13 FRET inh,PDI inh,Peg3 promoter,TRPM1 prom inh,HIF-2a block,NR2E3 ag-1,Vif inh,hiPSC survival,Granule exo inh,NR2E3 ag-2,aDG glyco act
Cc1ccc(CNc2ccccc2C(=O)O)s1,2,-3,-26,2,-60,-3,26,-0.5,7,-95,-0.1
COc1cccc(NC(=O)C(c2ccccc2)N2CCN(CC(=O)N3CCOCC3)CC2)c1 (configuration not stated),-6,2,-4,13,-25,-1,-3,-0.1,1,-5,0.3
CCOc1ccccc1N(CC(=O)N1CCCCCC1)S(C)(=O)=O,-5,1,5,-2,14,-1,0,-2.2,-4,-4,0.2
COCCCN1C(=O)c2[nH]nc(-c3ccccc3O)c2C1c1cccc(Cl)c1 (configuration not stated),-5,6,30,42,29,0,12,-3.1,4,-51,-0.3
O=C(NCCNC(=O)c1cc(OCC(F)(F)F)ccc1OCC(F)(F)F)Nc1ccccc1,-5,-7,-3,-8,12,-1,1,-3.6,-2,25,0.1
CC(CCc1ccccc1)NCC(O)COc1ccccc1 (configuration not stated),-1,0,4,-2,17,-4,7,-1.6,1,-5,0.6
Cc1cccc(OC(=O)c2ccc3c(=O)n4c(nc3c2)CCC4)c1,15,-4,-2,/,-9,/,-10,-1.9,6,-33,0.0
O=C(NNC(=O)C1C2CCC(C2)C1C(=O)O)c1ccc(Cl)cc1 (configuration not stated),-4,-4,-30,-25,-38,-1,1,-0.4,-1,-1,0.5
CC(=O)c1ccc(S(=O)(=O)Nc2ccccc2C(=O)NC2CC2)cc1,-5,0,-8,-12,4,2,0,3.0,4,14,0.2
Cc1nn(CC(O)c2ccccc2)c(C)c1Br (configuration not stated),/,-3,-55,-30,-54,-1,-3,-0.8,-2,-20,0.3
CCOc1ccccc1C(=O)Nc1ccc2c(c1)C(=O)NC2=O,-5,0,7,-12,9,3,0,-0.7,-22,-18,-0.1
Cc1ccccc1-c1nc(CS(=O)(=O)CC(=O)NCc2ccccc2)c(C)o1,-6,/,16,/,4,2,/,0.0,-2,-14,-0.4
O=C(C[C@@H]1C[C@@H]2c3cc(NS(=O)(=O)c4ccc(F)cc4)ccc3O[C@@H]2[C@H](CO)O1)N1CCc2ccccc2C1,-4,14,14,/,14,/,-13,0.6,-2,-26,-0.1
Cc1nn(CC(=O)OCC(=O)c2ccccc2)c(C)c1[N+](=O)[O-],-5,-4,-4,6,3,/,-8,1.8,-1,18,-0.3
CCn1nccc1NC(=O)c1ccc2sc([C@@H]3O[C@H](CO)[C@H](O)[C@H](O)[C@H]3O)nc2c1,-2,1,7,/,-4,/,-2,-0.9,0,-29,-0.1
Cc1cc(C)c(C)c(S(=O)(=O)N2CCSCC2)c1C,-18,-1,11,-3,17,2,-17,2.1,6,-3,0.0
CN(C)N=Nc1ccc(S(=O)(=O)NC(=O)Cc2ccccc2)cc1,-6,11,11,-15,13,-1,-3,0.2,-1,1,0.0
CCC(C)(C(=O)NC1CCCC1)N(CC1CCCO1)C(=O)CNC(=O)c1ccccc1 (configuration not stated),/,-1,3,5,-1,-1,-5,-2.8,-1,0,-0.1
O=C(CSc1cccs1)NCCc1ccccc1,-3,0,-95,-9,-103,2,-4,0.4,-7,-21,0.1
COc1ccc(C(=O)C2CCN(CC(=O)NCc3ccccc3)CC2)cc1,-7,0,6,20,7,0,3,-0.6,1,9,0.1
CCOc1ccc(OCc2ccc(C(=O)NN=Cc3ccc[nH]3)cc2)cc1,-5,-7,-51,/,-136,/,-7,-0.1,2,-27,0.2
CCC(C)[C@H](NC(=O)N1CCCC1)C(=O)OC (some centres not stated),-7,2,-3,5,4,3,6,-3.1,-1,-13,0.0
Cc1ccc(OCC(O)CN2CCC(Cc3ccccc3)CC2)c(C)c1 (configuration not stated),-13,3,33,4,4,-4,-5,-0.6,6,3,0.0
Cc1ccc(S(=O)(=O)N2CCC(=O)N([C@H](COC(=O)Nc3ccccc3)Cc3ccccc3)CC2)cc1,-10,/,/,/,-3,/,/,-1.1,-8,-1,0.1
CC1CCC(C(C)C)C(OCC[N+](C)(C)C)C1 (configuration not stated),-5,-2,4,13,14,2,-6,-0.6,3,-36,0.1
Clc1ccc(Cn2cccc2C2=NCCO2)cc1,-4,7,24,9,11,-4,-1,-1.9,-1,-21,-0.2
CCOc1cccc(N2C(=O)CC(n3cnc4ccccc43)C2=O)c1 (configuration not stated),-2,-1,4,1,11,2,-6,-0.5,3,-22,0.5
CCCCNC(=S)N(CCN(CC)CC)Cc1cc2cc3c(cc2[nH]c1=O)OCCO3,-2,13,5,10,2,1,-4,0.7,2,-14,0.0
COc1ccc(Cl)cc1NC(=O)CN(C)C1CCCCC1,-4,-8,14,-2,24,-1,/,-0.6,0,-5,0.3
Nc1c(C(=O)NC23CC4CC(CC(C4)C2)C3)sc2nc3c(c(C(F)(F)F)c12)CCC3,-8,12,-18,-15,-11,2,9,-0.3,-2,-6,0.2
Cc1cc(C(=O)Nc2cccnc2)on1,-7,5,6,/,14,4,9,-3.1,-4,-22,0.1
CC1(C)Cc2c(C#N)c(NCCN3CCOCC3)nc(-c3ccccc3)c2CO1,-2,-1,20,8,17,0,-3,-0.2,-2,9,0.0
COc1ccc(N=C2C(=Nc3ccc(OC)cc3)N(c3ccc(OC)cc3)C(=S)N2C(=O)c2ccc(OC)cc2)cc1,-4,1,-40,-15,-195,-2,-15,-0.1,-5,-59,0.4
O=S(=O)(c1cccc(-c2nnco2)c1)N1CCOCC1,-2,1,-2,6,19,3,2,-0.8,-1,5,-0.1
Cc1ccc(C)c(N2CCN(C(=S)NC3CCCCC3)CC2)c1,-3,-12,21,5,22,1,13,-1.8,-3,-26,0.8
CC/C(C)=N/Nc1nc(-c2cc3cccc(OC)c3oc2=O)cs1,-5,-1,-210,-64,-243,2,-12,-0.5,-2,-108,0.1

# A draw from above in order of number of heavy atoms, highest first:
SMILES,CaV13 FRET inh,PDI inh,Peg3 promoter,TRPM1 prom inh,HIF-2a block,NR2E3 ag-1,Vif inh,hiPSC survival,Granule exo inh,NR2E3 ag-2,aDG glyco act
Nc1c(C(=O)NC23CC4CC(CC(C4)C2)C3)sc2nc3c(c(C(F)(F)F)c12)CCC3,-8,12,-18,-15,-11,2,9,-0.3,-2,-6,0.2
COc1ccc(Cl)cc1NC(=O)CN(C)C1CCCCC1,-4,-8,14,-2,24,-1,/,-0.6,0,-5,0.3
O=S(=O)(c1cccc(-c2nnco2)c1)N1CCOCC1,-2,1,-2,6,19,3,2,-0.8,-1,5,-0.1

# A few values from the entries so far.
# In HIF-2a block, O=S(=O)(c1cccc(-c2nnco2)c1)N1CCOCC1 reads 19
# In Granule exo inh, COc1ccc(Cl)cc1NC(=O)CN(C)C1CCCCC1 reads 0
# In Vif inh, Cc1ccc(C)c(N2CCN(C(=S)NC3CCCCC3)CC2)c1 reads 13
# In aDG glyco act, COc1ccc(N=C2C(=Nc3ccc(OC)cc3)N(c3ccc(OC)cc3)C(=S)N2C(=O)c2ccc(OC)cc2)cc1 reads 0.4
# In TRPM1 prom inh, Clc1ccc(Cn2cccc2C2=NCCO2)cc1 reads 9
# In TRPM1 prom inh, CC/C(C)=N/Nc1nc(-c2cc3cccc(OC)c3oc2=O)cs1 reads -64

# Remaining list, next part:
SMILES,CaV13 FRET inh,PDI inh,Peg3 promoter,TRPM1 prom inh,HIF-2a block,NR2E3 ag-1,Vif inh,hiPSC survival,Granule exo inh,NR2E3 ag-2,aDG glyco act
CCCNC(=O)N(C)C[C@H]1Oc2ncc(C#CCc3ccccc3)cc2C(=O)N([C@H](C)CO)C[C@H]1C,-4,-5,-21,/,20,/,1,-3.0,-2,-16,0.5
CCN(CC)S(=O)(=O)c1ccc(C(=O)C(C#N)c2ccccn2)cc1 (configuration not stated),-9,-1,-29,-9,-34,2,0,-2.2,-2,3,0.0
COC(=O)c1ccc(CSc2nc(N3CCOCC3)c3c(c2C#N)CC(C)(C)OC3)o1,13,11,20,-5,16,-4,7,5.1,-4,-37,-0.2
CCOc1cc(/C=C2/C(=N)N3C(=NC2=O)SN=C3S(C)(=O)=O)ccc1OC(=O)c1ccco1,/,0,5,0,9,2,7,1.4,8,-20,-0.4
CCOC(=O)C1CCCN(C(=O)CNC(=O)Cn2ccc3ccccc3c2=O)C1 (configuration not stated),-3,2,4,9,16,0,10,3.6,-2,-7,-0.1
CC(C)NC(=S)NC(=O)c1ccc(-c2ccccc2)cc1,-2,3,-105,10,-184,-1,-21,-0.9,19,-58,0.5
Cc1cc(C(=O)NNC(=O)c2ccc(Cl)cc2Cl)c(C)o1,-5,-2,-82,-35,-89,2,21,-0.5,2,-18,-0.3
COCCN(C(=O)Cc1cccs1)c1nnc(-c2ccncc2)s1,-5,-23,2,2,-3,0,4,1.0,-2,-4,0.1
COc1cccc(N2CCN(C(=O)C3CCCN(S(=O)(=O)c4cnc[nH]4)C3)CC2)c1 (configuration not stated),47*,2,0,-6,-7,4,-13,1.7,1,-11,-0.2
CC(CN1CCCCCC1)C(=O)NN (configuration not stated),-3,1,-5,2,7,1,6,0.3,-2,-1,-0.1
Cc1oc(-c2ccc(Cl)cc2)nc1CS(=O)CC(=O)NCc1ccc2c(c1)OCO2 (configuration not stated),-6,/,20,15,12,2,-1,0.2,3,12,0.0
O=C(CN1C(=O)c2cccc3cccc1c23)Nc1cccnc1,-5,7,22,13,8,-1,9,-4.8,5,16,0.1
CCOc1ccc(C(=O)OCCCN(C)C)cc1,-17,-2,-12,-10,-13,2,1,0.3,7,-21,0.0
COc1ccc(Nc2nc(C)c(C(C)=O)s2)cc1,-7,/,-191,/,-235,/,-3,0.0,1,-73,-0.2
COc1cccc(CN2C(=O)CCC2(C)C(=O)NC2CCCC2)c1 (configuration not stated),-5,4,1,-1,15,3,-4,0.3,2,-20,5.2
